# Cy5 interf NS3h = Cy5 fluorescence interference, HCV helicase counter-screen | 6% of 16,000 active | Cy5-dT15 DNA with NS3h; actives lie on both sides; signal over control mean, under 1 quenches | AID 720488 | fluorescence interference ratio at 100 µM;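 active means compound fluorescence over control fluorescence at most 0.8, a quencher, or at least a set upper limit, an enhancer; inactive means ratio between 0.8 and the set upper limit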
# HCV NS3h FP = hepatitis C NS3 helicase inhibition, primary screen; NS3h Cy5-dT15 DNA binding, fluorescence polarization; inhibition, % at 100 µM; 1.6% of 16,000 active;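 active means inhibition above the average over every tested compound plus 3 SD, cut at about 40% in these data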
# Active calls of the source: *. An unsorted share of the library. Share with any hit: about 7.3%.
# Order of values – Cy5 interf NS3h	HCV NS3h FP
> CCOc1ccc(N(CC(=O)Nc2ccc(Br)cc2)S(=O)(=O)c2ccc(SC)cc2)cc1
    1.1	-2
> Cc1ccc(C(=O)N2CCN(C(=O)CN3CCCC3)C2)cc1
    1.1	-2
> O=C(/C=C/Nc1ccccc1NS(=O)(=O)c1ccc([N+](=O)[O-])cc1)c1ccc2c(c1)OCO2
    0.98	6
> CCOC(=O)c1c(NC(=O)c2ccco2)sc(C(=O)Nc2cc(C(F)(F)F)ccc2Cl)c1C
    1	9
> Cc1ccc(-c2nnc(SCC(=O)OC(C)C)o2)cc1
    0.92	3
> CCCCCCCCNc1nc(OC)nc(OC)n1
    0.91	5
> O=C(c1ccccc1F)N1CCN(c2cc(N3CCCCC3)c(F)cc2[N+](=O)[O-])CC1
    1	-5
> Cc1cc(C)nc(SCC(=O)c2cccs2)n1
    0.86	7
> CCN(CC)c1ccc(C2Nc3ccccc3NC3=C2C(=O)CC(c2ccc(OC)cc2)C3)cc1 (stereo not drawn)
    0.9	12
> CCCN1C(=O)c2ccccc2NC1c1ccc(F)cc1 (stereo not drawn)
    0.96	1
> COc1ccc(CN2CCN(Cc3ccc(F)cc3)CC2)cc1OC
    1.1	-11
> Cc1nnc(C)n1/N=C\c1ccc(Cl)c([N+](=O)[O-])c1
    0.95	-6
> N/C(Cc1ccc([N+](=O)[O-])cc1)=N/OC(=O)c1cccc(I)c1
    1.1	14
> C=CCN1C(=O)NC(=O)C(=Cc2ccc(C(C)C)cc2)C1=O
    0.99	6
> Cc1ccc(S(=O)(=O)Nc2cc(-c3cccc(C)c3)[nH]n2)cc1
    0.97	9
> COc1ccc(Cl)cc1NC(=O)C1=C(C)NC(=O)NC1c1ccc([N+](=O)[O-])cc1 (stereo not drawn)
    0.96	2
> COc1ccc(NC(=O)CN(c2ccc(OC)cc2)S(C)(=O)=O)cc1
    1	7
> Cc1cc(/C=C2/SC(=O)NC2=O)c(C)n1-c1ccc(F)cc1
    0.91	4
> CC(=O)Oc1ccccc1/C=C1\CCOC1=O
    0.87	19
> CCOC(=O)CSc1nc(C2CC2)cc(-c2ccc(F)cc2)c1C#N
    1	10
> COc1cc(C(=O)Nc2ccc(C(N)=O)cc2)c([N+](=O)[O-])cc1OC
    1	11
> Cc1ccc(S(=O)(=O)Nc2ccccc2C(=O)O)cc1
    0.96	-7
> O=C(Nc1c(-c2ccccc2)nc2ccc(Cl)cn12)c1ccc(Cl)cc1
    1	0
> O=C1CCC(=O)N1c1cccc2c(N3C(=O)CCC3=O)cccc12
    1	5
> COc1ccc(NC(=O)COc2c(C)cc(C)cc2C)cc1
    1	34
> CCCC(O)=C1C(=O)CC(C)(C)CC1=Nc1ccccc1
    1.1	-2
> CCOC(=O)c1c(NC(=O)c2ccccc2F)sc(C(=O)Nc2ccc(OC)cc2OC)c1C
    1.1	8
> CC1=NN(c2ccc(C)c(Cl)c2)C(=O)C1
    0.72*	-9
> CCN(CC)c1ccc(/C=C(\C#N)C(=O)Nc2ccccc2)c(OC)c1
    1	22
> Cc1ccc(/C=C2/C=C(c3ccccc3)OC2=O)cc1
    0.95	5
> CCOC(=O)c1ccc(NS(=O)(=O)c2ccc(C)c([N+](=O)[O-])c2)cc1
    0.95	7
> Cc1ccsc1C1Nc2ccc3ccccc3c2C2=C1C(=O)CC(C)(C)C2 (stereo not drawn)
    0.97	12
> COc1ccccc1-n1sc2c(c1=S)-c1cc(C)c(C)cc1NC2(C)C
    1	14
> CCOC(=O)c1c(-c2ccc(Cl)cc2)csc1NC(=O)c1ccco1
    0.95	16
> O=C(Cc1ccccc1[N+](=O)[O-])N1CCN(c2ccccc2)CC1
    0.98	5
> O=S(=O)(Nc1ccc(Nc2ccc(F)cc2)cc1)c1ccc(F)cc1
    0.97	8
> CCN(CC)c1ccc(C(NC(C)=O)NC(C)=O)cc1
    0.96	0
> N#Cc1conc1-c1ccc(Br)cc1
    1	18
> CCOC(=O)CSc1nc(-c2ccccc2)c(-c2ccccc2)o1
    1	8
> CCOC(=O)Cn1c(C)nc2c(C(=O)OCC)sc(C)c2c1=O
    1	1
> COc1ccc(-c2cn3ccc4ccccc4c3n2)cc1OC
    1	23
> O=C(C1=C(O)C(=O)N(c2nncs2)C1c1ccc(Cl)cc1)c1cccs1 (stereo not drawn)
    0.91	1
> CC(C)(Cc1ccc(O)cc1)NC(=O)c1ccccc1
    0.98	-2
> O=C1CC(c2ccccc2)CC2=C1C(c1ccc([N+](=O)[O-])cc1)Nc1ccc(C(=O)c3ccccc3)cc1N2 (stereo not drawn)
    1.1	10
> O=C(CN1C(=O)S/C(=C/c2ccccc2F)C1=O)Nc1cccc(O)c1
    0.9	15
> O=C(NCc1ccccn1)Nc1ccc(Cl)cc1
    1	4
> Cc1ccc(-c2ccccc2)n1-c1ccccc1C(=O)O
    1.1	7
> Cc1ccc(S(=O)(=O)N=C(c2ccccc2)N(C)C)cc1
    1	-4
> COc1ccc(C(=O)Nc2ccc(S(=O)(=O)Nc3nccc(C)n3)cc2)cc1[N+](=O)[O-]
    1	5
> Cc1cccc(N(CC(=O)NCCSc2nc3ccccc3s2)S(=O)(=O)c2ccccc2)c1
    1	13
> O=C1c2ccccc2C(=O)N1CNc1ccc(Cc2ccc(NCN3C(=O)c4ccccc4C3=O)cc2)cc1
    0.99	5
> COc1ccccc1NC(=O)/C(=C/c1cccc([N+](=O)[O-])c1)NC(=O)c1ccccc1
    0.94	2
> O=C(Nc1ccccc1)C(=O)Nc1ccc(F)cc1
    0.96	8
> O=C(Cc1ccccc1)Nc1ccc2nn(-c3ccc(F)cc3)nc2c1
    1.1	-29
> CC(=O)OC1=NN(c2ccccc2)CC1
    0.95	3
> CCCc1nccn1S(=O)(=O)c1ccc(Br)c2ccccc12
    1	8
> O=C(/C=C/c1ccccc1OCc1ccccc1)c1ccc(Br)cc1
    1	-2
> CCOC(=O)NC(Nc1ccc(F)cc1)C(Cl)(Cl)Cl (stereo not drawn)
    0.92	2
> Cc1ccc(-c2nc3ncccc3o2)cc1NC(=O)c1ccc(-c2ccc(F)cc2)o1
    1.1	16
> COc1ccc(C(O)P(=O)(OC(C)C)OC(C)C)cc1OC (stereo not drawn)
    0.91	10

# Sorted by formula weight (falling): 6 of the compounds above.
# Order of values – Cy5 interf NS3h	HCV NS3h FP
> COc1ccc(C(=O)Nc2ccc(S(=O)(=O)Nc3nccc(C)n3)cc2)cc1[N+](=O)[O-]
    1	5
> O=C(C1=C(O)C(=O)N(c2nncs2)C1c1ccc(Cl)cc1)c1cccs1 (stereo not drawn)
    0.91	1
> O=C(Cc1ccccc1)Nc1ccc2nn(-c3ccc(F)cc3)nc2c1
    1.1	-29
> Cc1ccc(S(=O)(=O)N=C(c2ccccc2)N(C)C)cc1
    1	-4
> Cc1ccc(-c2ccccc2)n1-c1ccccc1C(=O)O
    1.1	7
> O=C(Nc1ccccc1)C(=O)Nc1ccc(F)cc1
    0.96	8

# Following part:
# Order of values – Cy5 interf NS3h	HCV NS3h FP
> CCOC(=O)C1=C(C)N(c2ccc(C)cc2)C(=O)/C1=C\c1cccc(OC)c1O
    0.98	27
> COc1ccc(C(=O)N2N=C3CC(C)(C)OCC3C2c2ccc(OC)cc2)cc1 (stereo not drawn)
    0.96	3
> O=C(Nc1ccc(-c2cn3ccccc3n2)cc1)c1cccc(Br)c1
    0.94	-33
> N/C(=N/OC(=O)c1cccc(F)c1)c1ccc(Br)cc1
    0.97	8
> O=C1C(c2nc3ccccc3s2)=C(O)c2ccccc21
    1.1	-4
> CC1=NN(c2ccccc2)C(=O)/C1=C/c1ccccc1OS(=O)(=O)c1ccccc1[N+](=O)[O-]
    0.94	2
> Cc1ccc(S(=O)(=O)N=C(Nc2cccc(O)c2)c2ccccc2)cc1
    0.93	14
> O=S(=O)(c1ccc(Cl)cc1)N1CCOC(c2ccccc2)C1 (stereo not drawn)
    0.96	14
> O=C(N/N=C\c1cccc(O)c1)c1cncc(Br)c1
    1	30
> Cc1c(C(=O)NCCO)c(-c2ccccc2)nn1-c1ccccc1
    0.97	1
> O=C(NCCN1CCN(Cc2ccccc2)CC1)C(=O)Nc1ccc(Cl)cc1
    1	1
> CN(C1=NC(=O)SC1)c1ccc(O)cc1
    1	35
> CC1(C)CC2CC(C)(CN2S(=O)(=O)c2ccc(C(=O)Nc3ccccc3N3CCOCC3)cc2)C1 (stereo not drawn)
    1.1	12
> FC(F)(F)C(=C(NC(=S)n1cnc2ccccc21)C(F)(F)C(F)(F)F)C(F)(F)F
    1	2
> Cc1ccc(OCC(=O)Nc2c(C)cc(Br)cc2C)cc1C
    0.96	-1
> COc1cc(C=O)cc(Br)c1OCc1ccccc1Cl
    1	8
> O=C(CCC1CCCC1)NC1CCCCCCC1
    0.99	-1
> COc1ccc(/C=C2\C(=O)NC(=S)N(c3ccc(Br)cc3C)C2=O)cc1[N+](=O)[O-]
    0.93	15
> CC1CN(S(=O)(=O)c2ccc(C(=O)Nc3nc(-c4ccc([N+](=O)[O-])cc4)cs3)cc2)CC(C)O1 (stereo not drawn)
    1	13
> c1ccc2oc(N3CCOCC3)nc2c1
    1.1	2
> CCn1c(-c2ccc(Cl)cc2Cl)n[nH]c1=S
    1	-4
> COc1ccc(/C=C2\SC(=O)N(CCC(=O)Nc3ccccc3)C2=O)cc1OC
    1.1	-2
> COc1ccc(C2C(C#N)=C(N)OC3=C2C(=O)CCC3)cc1 (stereo not drawn)
    1	4
> COc1cc(C2C3=C(CC(C)(C)CC3=O)OC3=C2C(=O)CC(C)(C)C3)ccc1OCc1ccc([N+](=O)[O-])cc1
    0.8*	10
> CCC(C)c1ccc(OCCOc2ccc(/C=C3/SC(=S)N(C)C3=O)cc2)cc1 (stereo not drawn)
    1.1	4
> Cc1ccc(C(=O)Nc2ccccc2CO)cc1[N+](=O)[O-]
    0.96	7
> CC1=C(C(=O)Nc2ccccc2Cl)C(c2cccc3ccccc23)NC(=O)N1 (stereo not drawn)
    1	14
> O=C(NN1C(=O)C2C3C=CC(C4CC34)C2C1=O)c1cccc(Br)c1 (stereo not drawn)
    1.1	-2
> CC(=O)CCc1oc2ccc(Cl)cc2c1-c1ccc(C)o1
    0.91	14
> Cc1ccc2oc(-c3ccc(NC(=O)c4ccc(-c5ccc(Cl)cc5)o4)cc3O)nc2c1
    1.1	4

# Taken from the results shown (two entries):
# Order of values – Cy5 interf NS3h	HCV NS3h FP
> CC(=O)CCc1oc2ccc(Cl)cc2c1-c1ccc(C)o1
    0.91	14
> Cc1ccc2oc(-c3ccc(NC(=O)c4ccc(-c5ccc(Cl)cc5)o4)cc3O)nc2c1
    1.1	4

# (more compounds)
# Order of values – Cy5 interf NS3h	HCV NS3h FP
> COc1ccc(Br)cc1CN1CCN(S(=O)(=O)c2ccc(Cl)cc2)CC1
    0.98	0
> CC(=O)C1(C)N(O)C(C)(C)C(c2ccc(Br)cc2)=[N+]1[O-] (stereo not drawn)
    0.96	-4
> O=C(O)CCP(=O)(O)C(O)c1ccccc1 (stereo not drawn)
    1	-7
> CCC(=O)OCCn1c(=O)c2ccccc2c2ccccc2c1=O
    0.97	19
> CCOc1ccccc1NC(=O)c1c(NC(=O)c2cccs2)sc2c1CCCC2
    1	41*
> O=c1[nH]nc(-c2ccc(F)cc2)c2ccccc12
    1	8
> Cc1cc(C=O)c(C)n1-c1cccc([N+](=O)[O-])c1
    1	10
> Cc1cccc(Cl)c1NC(=O)C1CC(=O)N(c2ccc(F)cc2)C1 (stereo not drawn)
    0.97	3
> COc1ccc(NC(=O)c2c(N)sc3c2CCCC3)cc1
    0.98	4
> O=c1nc(N(c2ccccc2)c2ccccc2)[nH]c(=O)[nH]1
    1	2
> COc1cc(/C=C/C(=O)NCc2ccc3c(c2)OCO3)cc(OC)c1OC
    0.97	10
> O=C1OC(c2ccccc2F)=N/C1=C\c1ccccc1[N+](=O)[O-]
    0.99	5
> COCCN1C(=O)/C(=C/c2ccc3c(c2)OCO3)SC1=S
    1	20
> CC(C)C(c1ccc(O)cc1)c1ccc(O)cc1
    0.88	-6
> CCC1=NN2C(=N)/C(=C/c3ccc(-c4ccc(F)cc4)o3)C(=O)N=C2S1
    1.1	28
> COC(=O)c1ccc(C(=O)OC)c(NC(=O)COc2ccc(Cl)cc2C)c1
    1.2	8
> Cc1ccsc1/C=C1/SC(N2CCCC2)=NC1=O
    1	4
> O=Nc1c(-c2ccccc2)[nH]n(-c2ccccc2)c1=O
    0.83	-1
> O=C(/C=C/c1ccc(-c2cccc([N+](=O)[O-])c2)o1)c1cccs1
    1.1	-5
> Cc1nc(-c2ccccc2)sc1C(=O)Nc1cccc(-c2cn3ccccc3n2)c1
    0.9	17
> Cc1ccc(-c2ccc(NC(=O)c3ccccc3)cc2)o1
    1.1	-5
> O=C1CC(c2ccccc2)CC2=C1C(c1ccc(Cl)cc1Cl)Nc1ccccc1N2 (stereo not drawn)
    1.1	9
> COc1ccc(N(CC(=O)Nc2ccc(Oc3ccccc3)cc2)S(C)(=O)=O)cc1Cl
    0.99	14
> CCCCCCCCNS(=O)(=O)c1ccc([N+](=O)[O-])cc1
    1.1	6
> O=C(Cn1cncn1)c1ccc(F)c(F)c1
    0.91	-2
> CCOc1ccccc1OCCCOc1ccccc1OCC
    0.89	14
> CCOc1ccc2nc(SCC(=O)Nc3ccc(OC)cc3OC)sc2c1
    0.94	7
> COc1ccc(C(=O)Nc2ccc(S(=O)(=O)NC(C)=O)cc2)cc1[N+](=O)[O-]
    1	-2
> Cc1nccn1CC(=O)N1c2ccccc2Sc2ccccc21
    0.85	9
> Cc1ccc(C(C)C)c(OCC(=O)Nc2cc(C(F)(F)F)ccc2Cl)c1
    1.1	2
> CN(Cc1ccccc1)C(=O)c1cc2nc(-c3ccccc3)cc(-c3ccccc3)n2n1
    1.1	7
> COc1ccc(C(=O)N/C(=C\c2ccc(-c3cccc([N+](=O)[O-])c3)o2)C(=O)NCc2cccnc2)cc1
    0.82	3
